High-throughput results (PubChem)
Hep lipid drop = hepatic lipid droplet formation modulation; AML12 mouse hepatocytes, oleate lipid droplets, BODIPY imaging; inhibition, % at 6.5 µM; AID 1656; 240,000 compounds, 0.4% hits;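 active = lipid droplet intensity inhibited by at least 50%, with more than 500 cells counted; inconclusive = wells with under 300 cells, treated as cytotoxic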
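Assay system: AML12 hepatocytes (mouse) / Also added: 100 µM oleic acid challenge / Times: overnight treatment with compound plus oleate / Detection: high-content imaging of BODIPY-stained droplets and DAPI nuclei / Evaluation: % inhibition of lipid droplet signal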
UTI89 phage lysis = protection from phage-mediated lysis, alamar blue read-out – E. coli UTI89, K1F phage, bacterial capsule biogenesis inhibitors (AID 488966); E. coli UTI89 K1F phage lysis, alamar blue, 2 h; higher % means a stronger effect; 340,000 compounds, 0.02% hits; inhibition, % at 100 µM, or IC50 in µM where a hit was titrated;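 active = phage lysis inhibition, versus mean bacterial control, above a set limit; inconclusive = no clear call, values can overlap the other calls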;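 also: capsule biogenesis inhibitors block K1F phage lysis so surviving cells raise fluorescence; higher fluorescence means more inhibition of phage lysis; actives were called in the ten point dose series up to 300 µM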
XIAP antagonists = small molecules displacing peptide from XIAP – biochemical, IAP family, fluorescence polarization (AID 1018). displacement, % at 20 µM; hits with a dose series show IC50 in µM. XIAP BIR domain, fluorescence polarization peptide displacement; higher % means a stronger effect. 200,000 compounds, 0.007% hits; in the data active = displacement above about 50%; also: a part of the inactive calls stands beside numbers as strong as those of hits
M17LAP inhibition = P. falciparum M17LAP inhibitors, primary screen, biochemical, fluorogenic H-Leu-NHMec substrate, 1536-well (AID 1619) | recombinant M17LAP, H-Leu-NHMec fluorogenic kinetic assay; higher % means a stronger effect | inhibition, % at 30 µM, or IC50 in µM where a hit was titrated | 220,000 compounds, 0.38% hits;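 active = compound inhibiting the enzyme by more than half at any dose during confirmatory dose-response retesting; inconclusive = strong single-dose inhibitors picked by rank but not retested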;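 also: plate controls were full reaction with DMSO carrier for no effect and no enzyme background for full effect; strong numbers were not always called active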
PMI inhibitors = MPI enzyme activity inhibition – biochemical, fluorescence intensity, coupled assay, primary screen (AID 1209); 190,000 compounds, 0.42% hits; purified PMI enzyme, coupled fluorescence intensity; higher % means a stronger effect; inhibition, % at 20 µM, or IC50 in µM where a hit was titrated;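 also: plate controls were DMSO vehicle for no effect and wells lacking substrate for full effect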
SIAH1 antagonists = blockers of Siah-1 interaction with plectin peptide – biochemical, fluorescence polarization, rhodamine-plectin, uHTS, primary screen (AID 1817). 290,000 compounds, 0.02% hits. displacement, % at 20 µM, or IC50 in µM where a hit was titrated. Siah-1 / rhodamine-plectin peptide fluorescence polarization; higher % means a stronger effect;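 active = displacement of at least 50% at 20 µM, with a fluorescence ratio check between 0.3 and a set limit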;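 also: plate controls were Siah plus tracer with DMSO for no effect and tracer alone without Siah for full effect; strong numbers were not always called active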
human PMI inhibitors = human PMI inhibitors, high substrate, primary screen, biochemical, fluorescence intensity, high mannose 6-phosphate (AID 1220) | recombinant PMI enzyme, coupled fluorescence intensity; higher % means a stronger effect | inhibition, % at 20 µM, or IC50 in µM where a hit was titrated | 190,000 compounds, 0.66% hits
P. falciparum M1AAP = malaria alanyl aminopeptidase activity blockers – biochemical, fluorogenic H-Leu-NHMec substrate, 1536-well (AID 1445) | recombinant M1AAP, H-Leu-NHMec fluorogenic kinetic assay; higher % means a stronger effect | one-dose inhibition, % at 30 µM; IC50 in µM for titrated hits | 220,000 compounds, 0.42% hits;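 active = primary inhibition above the hit cutoff, then over 50% inhibition at one or more dose response concentrations, cut at about 23% in these data, passing the limit was not always enough; inconclusive = conflicting primary data, or primary hits not chosen for dose response; inactive = low primary inhibition, or under 50% at every dose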;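 also: plate controls were DMSO full reaction for no effect and no enzyme background for full effect; strong numbers were not always called active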
TNAP activation fold = human TNAP enzyme activators, primary screen, biochemical, luminescent, no phosphate acceptor, uHTS (AID 1001); purified TNAP, luminescent activation assay, no phosphate acceptor; higher activation fold means a stronger effect; activation fold at 20 µM; hits with a dose series show EC50 in µM; 200,000 compounds, 0.03% hits; in the data active = activation fold from about 3, or a potency from the dose series; inactive = the rest, 99 in 100 with activation fold below about 1.6; also: many of its hits are not listed in these tables
Hep lipid drop cells 6.5 µM = further read-out of Hep lipid drop, marked with its call; cell count; measured here: cell count, cytotoxicity flag;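 cells counted across two imaged fields per well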
* hit, by the source's call; i = inactive; ? = inconclusive; · = not tested or not shown; [ ] = dose if it differs, or a comment. Rule as the data show it, unless noted: active = inhibition above about 50%; inactive = the rest.

SMILES	Hep lipid drop	Hep lipid drop cells 6.5 µM	UTI89 phage lysis	XIAP antagonists	M17LAP inhibition	PMI inhibitors	SIAH1 antagonists	human PMI inhibitors	P. falciparum M1AAP	TNAP activation fold
CCCCCCC(=O)c1c(O)n(-c2ccccc2OC)c(=O)[nH]c1=O (tested in a mixture with another compound)	5	763	·	·	-4%	·	12%	·	3%	·
CN1CCN(C(=O)COc2ccc(S(=O)(=O)N(C)Cc3ccccc3)cc2)CC1	19	737	0.4%	-12%	10%	10%	-7%	14%	1%	1
COCCCn1c(N)c(C(=O)NCc2ccco2)c2nc3ccccc3nc21	2	753	·	·	8%	·	i	·	4%	·
CCCCn1c(O)c(C(CC)=Nc2ccc(C(=O)O)cc2)c(=O)[nH]c1=O	-1	688	-0.1%	4.8%	11%	-37%	2%	-30%	3%	1.1
CC(Cc1ccsc1)NCc1cn[nH]c1-c1ccc(F)cc1F (stereo not given)	28	759	1.1%	·	10%	·	10%	·	2%	·
N#CC1(c2ccccc2)CCN(C2CC(=O)N(c3ccc(F)cc3)C2=O)CC1 (stereo not given)	4	597	0.0%	-4.9%	-4%	-4%	-3%	14%	2%	1
CCCCCCC(=O)c1c(O)n(-c2ccccc2OC)c(=O)[nH]c1=O	-1	644	-0.1%	-5.1%	15%	-9%	4%	-9%	0%	1
CNC(=O)O/N=C(\C)Cc1nnn(-c2cc(C)on2)n1	14	571	1.0%	·	8%	·	1%	·	3%	·
O=C(c1cc2cc3ccc(Cl)cc3nc2o1)N1CCC2(CC1)OCCO2	·	·	4.2%	-4.5%	6%	8%	-3%	10%	8%	1
Cc1ccsc1C(=O)C1CCCN(Cc2cnc(N3CCCC3)s2)C1 (stereo not given)	-11	644	0.0%	-0.8%	-8%	5%	0%	-4%	5%	1.1
O=c1[nH]c(=O)n(-c2ccccc2Cl)c(O)c1C=NCCN1CCCCC1	1	602	1.7%	-4.2%	-37%	12%	2%	13%	0%	1.1
O=C1NC(=O)N(CCc2ccc(F)cc2)C(=O)/C1=C/c1cccs1	7	801	0.3%	-0.2%	5%	-4%	3%	-15%	13%	0.9
Cc1ccc2c(c1)CC1(CN2C)C(=O)NC(=O)N(CCc2ccccc2)C1=O (stereo not given)	-7	739	-0.1%	-2.6%	13%	-80%	-1%	-111%	4%	1
COCCOC(=O)c1c(C)oc2ccc(OC(=O)N(C)C)cc12	·	·	0.4%	-4.7%	33%	0%	-1%	0%	3%	1.1
O=C(O)c1cn(Cc2ccccc2)nc1-c1ccccc1	-4	687	0.7%	-1.2%	19%	-6%	11%	-5%	-2%	1.1
COc1ccccc1OCC#CCN1CCCCCC1	16	690	-0.2%	-9.5%	0%	11%	-2%	14%	3%	1.2
COc1ccc(S(=O)(=O)N2CC3CC(C2)c2cccc(=O)n2C3)cc1 (stereo not given)	-9	724	0.3%	-2.2%	-13%	2%	5%	-6%	-6%	1
O=c1c2ccccc2nc(/C=C/c2ccc(O)cc2)n1-c1cccc(O)c1	-12	671	0.2%	-8.9%	12%	6%	4%	16%	16%	0.9
O=c1c2ccccc2nc(-c2ccccc2)n1-n1cccc1	·	·	0.2%	-2.0%	-15%	-12%	4%	-4%	6%	1.1
COc1ccc(-n2c(O)c(C(C)=NCC3CCCO3)c(=O)[nH]c2=O)cc1 (stereo not given)	0	731	1.0%	·	4%	·	2%	·	4%	·
O=C(CN1CC=C(c2ccccc2)CC1)NC(=O)NC1CCCCC1	-2	681	0.4%	-3.8%	-3%	6%	6%	10%	4%	1.1
c1ccc(P(c2ccccc2)c2ccccn2)cc1	-7	783	1.4%	·	13%	·	-1%	·	0%	·
Clc1ccc(C2NCCc3[nH]cnc32)cc1 (stereo not given)	1	597	2.5%[50 µM]	-0.1%	1%	7%	4%	7%	7%	1.6
CC(=O)c1c(O)n(C2CCCCCC2)c(=O)[nH]c1=O	2	764	-1.3%	-6.2%	2%	5%	4%	-3%	3%	1.1
CC(=O)N(C1=NCCCS1)c1ccccc1F	·	·	5.7%	-1.7%	-2%	-3%	8%	-3%	6%	1.2
Nc1ccccc1C(=O)OCC(=O)c1ccc2c(c1)OCCO2	2	694	-0.6%	-3.6%	19%	6%	-4%	7%	4%	1.1
COCCNC(=O)c1c(NC(=O)c2ccco2)n(Cc2ccccc2)c2nc3ccccc3nc12	-2	784	0.8%	-12%	-212%	27%	2%	11%	?	1
CN(CCc1ccccc1)Cc1ccccc1[N+](=O)[O-]	0	747	1.4%	-5.4%	2%	-1%	0%	-16%	7%	1
O=c1[nH]c(CN2CC=C(c3ccccc3)CC2)nc2scc(-c3cccs3)c12	-15	689	0.2%	·	-2%	·	2%	·	4%	·
Cc1ccc(C)c(CN2CCC(n3nnc4cc(F)ccc43)CC2)c1	·	·	0.5%	-3.4%	9%	-1%	-1%	-5%	6%	0.9

Random excerpt: 2 records from the list.
SMILES	Hep lipid drop	Hep lipid drop cells 6.5 µM	UTI89 phage lysis	XIAP antagonists	M17LAP inhibition	PMI inhibitors	SIAH1 antagonists	human PMI inhibitors	P. falciparum M1AAP	TNAP activation fold
O=c1c2ccccc2nc(/C=C/c2ccc(O)cc2)n1-c1cccc(O)c1	-12	671	0.2%	-8.9%	12%	6%	4%	16%	16%	0.9
CC(=O)c1c(O)n(C2CCCCCC2)c(=O)[nH]c1=O	2	764	-1.3%	-6.2%	2%	5%	4%	-3%	3%	1.1

Carrying on.
SMILES	Hep lipid drop	Hep lipid drop cells 6.5 µM	UTI89 phage lysis	XIAP antagonists	M17LAP inhibition	PMI inhibitors	SIAH1 antagonists	human PMI inhibitors	P. falciparum M1AAP	TNAP activation fold
Cn1c(O)c(C=Nc2ccc(Cl)cc2)c(=O)n(C)c1=O	·	·	1.0%	-4.8%	0%	1%	-1%	-2%	17%	1.1
O=C(O)C1CSC(c2cccnc2)N1 (stereo not given)	·	·	-0.2%	-0.8%	8%	1%	2%	2%	-4%	1.1
c1ccc2c(CN3CCCCCCC3)c[nH]c2c1	·	·	-0.2%	-1.9%	1%	2%	4%	-5%	2%	1.1
CC(C)(C)n1cccc1/C=C1\C(=O)NC(=O)N(c2ccccc2)C1=O	-8	638	-0.2%	-2.7%	-4%	1%	7%	3%	11%	1.1
COc1ccc(-n2c(O)c(C=NCCN(C)C)c(=O)[nH]c2=O)cc1	6	707	-0.1%	·	11%	·	-2%	·	9%	·
Cc1c(NP(=O)(C(C)(C)C)C(C)(C)C)c(=O)n(-c2ccccc2)n1C	2	682	-0.4%	-8.0%	9%	6%	4%	2%	-6%	1
CC(C)n1c(=O)c(C=Nc2ccc(Br)cc2)c(O)n(Cc2ccco2)c1=O	14	692	-0.1%	-1.0%	16%	-12%	5%	-25%	-2%	1
COc1cc2[nH]c(=O)n(-c3cccc(Cl)c3)c(=O)c2cc1OC	5	684	0.9%	-3.4%	4%	13%	-1%	9%	5%	1.1
O=c1[nH]c(=O)n(Cc2ccccc2)c(O)c1C=NCCN1CCNCC1	-5	730	2.7%	-6.6%	5%	16%	0%	12%	-9%	1
Cc1ccccc1Cc1c(C)nc2nc(SCC(=O)N3CCC4(CC3)OCCO4)nn2c1C	5	720	-1.6%	-3.0%	2%	-3%	2%	-4%	11%	1.1
O=C1CN=C(c2ccccc2)c2ccccc2N1Cc1ccc(C(F)(F)F)cc1	-19	641	0.3%	-2.5%	6%	11%	4%	12%	10%	1.1
Cc1ccc(N2C(=O)CC(=O)NC2=O)cc1	13	746	3.8%	-5.8%	11%	-4%	3%	-18%	4%	1.1
NC(=O)CN1CCCC1=O	-11	697	-2.5%	-12%	-2%	0%	4%	0%	11%	1.1
COc1ccc2nc(/N=C/c3c(O)n(-c4cccc(Cl)c4)c(=O)[nH]c3=O)sc2c1	·	·	0.2%	-2.0%	7%	-27%	-2%	-60%	1%	1.3
C=C1C/C(=C/C)C(=O)O[C@@H]2CCN3CC=C(COC(=O)[C@]1(C)O)[C@H]23	-2	706	0.0%	·	6%	·	-3%	·	·	·
Cc1ccc2nsnc2c1-n1c(C)nc2ccccc2c1=O	·	·	2.2%	1.1%	9%	-4%	-3%	-2%	5%	1.1
Cc1nn(-c2ccccc2)c2c1C(c1ccc3c(c1)OCO3)SCC(=O)N2 (stereo not given)	-6	844	0.0%	-0.8%	6%	-8%	-2%	-9%	6%	1.2
CC(=O)NC(=O)NC(C)Cc1ccccc1 (stereo not given)	·	·	2.5%	2.5%	-2%	-6%	-4%	-6%	-4%	1.1
O=P1(Nc2ccc(F)cc2)COc2ccccc2OC1	·	·	0.6%	-0.8%	8%	9%	1%	2%	-4%	1.1
O=C(Nc1cccc(OC(=O)N2CCCCC2)c1)N1CCCCC1	-11	691	1.1%	-2.4%	12%	8%	-5%	2%	-1%	1.1
C=CCn1c(O)c(/C=N/N2CCOCC2)c(=O)[nH]c1=S	-1	553	0.6%	-2.8%	11%	10%	6%	0%	9%	1.1
CCCCN(Cc1ccccc1)C1CCN(CCc2ccccc2)CC1	-32	437	?	-12%	-17%	-13%	2%	-18%	-3%	1
O=C1N(c2ccccc2)C(c2cccnc2)N2CCCN12 (stereo not given)	0	697	0.1%	-3.9%	3%	-12%	-5%	-12%	7%	1
COC(=O)[C@@H](N)CCCN=C(N)N[N+](=O)[O-]	2	617	2.9%	·	-11%	·	1%	·	6%	·
Cc1onc(-c2c(Cl)cccc2Cl)c1C(=O)Nc1ccc2c(C(F)(F)F)cc(=O)oc2c1	3	736	0.0%	·	-1%	·	0%	·	10%	·
CCc1cccc(CC)c1NC(=S)N1CC2CC(C1)c1cccc(=O)n1C2 (stereo not given)	0	640	2.8%	-1.4%	11%	16%	-4%	11%	14%	1
CC(C)C(C)(NC(=O)c1cccn(Cc2ccc3c(c2)OC(F)(F)O3)c1=O)C(N)=O (stereo not given)	-5	706	0.1%	-6.3%	2%	-16%	-4%	-17%	7%	1
S=C1CN=C(c2ccccc2Cl)c2cc(Cl)ccc2N1	12	733	4.2%	-4.9%	-2%	2%	13%	-3%	6%	1
Cc1ccccc1-n1c(O)c(/C=N/Nc2nc3c(c(=O)n(C)c(=O)n3C)n2C)c(=O)[nH]c1=S	4	670	2.0%	-3.4%	22%	-10%	-10%	-38%	9%	2.1
COC(=O)C(O)(c1ccc2c(c1)CCCN2)C(F)(F)F (stereo not given)	·	·	-2.1%	-4.4%	-9%	-3%	3%	2%	5%	1.1
CC[n+]1c(/C=C/C=C/c2ccc(N(C)C)cc2)sc2ccccc21	-99	565	0.0%	·	-4%	·	0%	·	8%	·

A portion of the library. The share of hits here may be higher or lower than overall.
